Screening data (PubChem BioAssay)
West Nile antiviral: inhibition of WNV-induced cytopathic effect – cell-based, CPE readout (AID 1621). West Nile virus-infected cells, CPE inhibition; higher % means a stronger effect. one-dose CPE inhibition, % at 10 µM; IC50 in µM for titrated hits. 290,000 tested, 0.02% active; in the data active means a potency from the dose series; inconclusive means CPE inhibition mostly from about 3.7% at the one dose, without a potency; inactive means the rest, 99 in 100 with CPE inhibition below about 2.2%; further: strong numbers were not always called active
PhoP inhibition: inhibitors of PhoP regulon expression, primary screen, Salmonella Typhimurium, GFP reporter (AID 1863); S. Typhimurium PhoP-regulated promoter GFP reporter, 4 h; higher % means a stronger effect; inhibition, % at 50 µM; hits with a dose series show IC50 in µM; 300,000 tested, 0.16% active;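 active means inhibition over 29.93%, a cutoff 3 SD above the screen mean, later confirmed by dose response; inconclusive means inhibition over 29.93% but no dose response follow-up; inactive means inhibition at most 29.93% or unconfirmed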;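 further: 0% = low Mg2+ inducing control and 100% = high Mg2+ repressing control; strong numbers were not always called active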
T cell HTS: T cell immune modulators affecting CD8 T cell-vesicle binding | 2C CD8+ T cell-vesicle binding, flow cytometry; stronger effect = lower value | calls only at 7 µM | 330,000 tested, 0.068% active;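 active means response, share of CD8 T cells binding vesicles, and their 90th percentile fluorescence all below set limits, cut at about 80% in these data, passing the limit was not always enough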
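Also added: QL9-peptide-loaded Drosophila micro-vesicles bearing Ld, ICAM-1 and B7-1; Test system: purified 2C TCR transgenic mouse naive CD8+ T cells; Measured by: cytometric PE anti-B7-1 and Alexa647 anti-CD8 signals after 1% paraformaldehyde fixation; Timing: binding step 1.5 h, 37 °C, antibody labelling 20 min, ice.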
Myeloid diff 2: myeloid differentiation induction. ER-HoxA9 myeloid progenitors, lysozyme-GFP differentiation, flow cytometry. 360,000 tested, 1% active. calls only at 10 µM;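 active means normalized GFP-positive differentiation at or above the plate's own cutoff, the solvent-only control mean plus 3 SD; inconclusive means no clear call, values can overlap the other calls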;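 further: cells exposed to compound for four days before flow analysis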
WT yeast gro inh: growth inhibition of WT yeast, mitochondrial fusion screen. mitochondrial fusion phenotypic screen, WT strain. inhibition, % at 10 µM. 190,000 tested, 2.1% active. AID 1362; in the data active means inhibition above about 58%; tested in S. cerevisiae
Large T inhibition: TAg ATPase/helicase activity blockers – biochemical (AID 1903); SV40 large T antigen ATPase/helicase inhibition assay; higher % means a stronger effect; inhibition, % at 20 µM, or IC50 in µM where a hit was titrated; 310,000 tested, 0.39% active; in the data active means a potency from the dose series; inconclusive means inhibition mostly from about 32% at the one dose, without a potency; inactive means the rest, 99 in 100 with inhibition below about 32%; further: strong numbers were not always called active
MgcRacGAP inhibition: MgcRacGAP GTPase-activating activity inhibitors, confirmation, biochemical, ADP Hunter fluorescence. MgcRacGAP-stimulated Rac1 GTP hydrolysis, ADP Hunter fluorescence; higher % means a stronger effect; GST-tagged Rac1 F28L mutant substrate. inhibition, % at 30 µM; hits with a dose series show IC50 in µM. 340,000 tested, 0.6% active. AID 624330;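 active means first-screen hits whose inhibition reached a set limit at any dose in the follow-up dose series; inconclusive means inhibition above the set first-screen limit but never retested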;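 further: fluorescence reports GDP produced by GAP-driven GTP hydrolysis; strong numbers were not always called active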
RSV antiviral HEp-2: RSV antiviral activity via CPE protection, HEp-2 cells, primary 10 µM value included (AID 2391). 310,000 tested, 0.13% active. CPE inhibition, % at 10 µM; hits with a dose series show IC50 in µM. HEp-2 cells, RSV-induced CPE inhibition; higher % means a stronger effect; in the data active means a potency from the dose series; inconclusive means CPE inhibition mostly from about 23% at the one dose, without a potency; inactive means the rest, 99 in 100 with CPE inhibition below about 21%; further: strong numbers were not always called active
b-catenin transl: alters nuclear translocation of beta-catenin in HeLa cells | immunofluorescence imaging | nuclear translocation activity, % at 5 µM | 190,000 tested, 0.3% active;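 active means nuclear translocation activity above 50% at 5 µM, with a well cell count of 50 or more; inconclusive means wells under 50 cells across six images, flagged as toxic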;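 further: per-cell ratio of nuclear to cytoplasmic median beta-catenin stain intensity; plate controls were DMSO negative control for no effect and GSK-3 inhibitor IX positive control for full effect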
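assay system = human HeLa cells, endogenous beta-catenin | times = compound treatment 24 h, 37°C, 5% CO2 | detection = Anti-beta-catenin immunofluorescence on PFA-fixed, Triton-permeabilized cells, DAPI nuclei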
WT yeast gro inh mutant strain: also measured in WT yeast gro inh; calls as there; inhibition, %; mitochondrial fusion phenotypic screen, mutant strain inhibition
b-catenin transl cell count 5 µM: second read-out of b-catenin transl, no call of its own (marks repeat the call); cell count; measured here: cell count, cytotoxicity flag
T cell HTS vesicle-bound %: recorded beside T cell HTS, whose call it bears; double positive events, %; measured here: CD8+ vesicle-bound cell fraction;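 binding gate set so that unloaded-vesicle control wells show 10% double positive cells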
Myeloid diff 2 GFP+ MAC1+ %: further read-out of Myeloid diff 2, marked with its call; GFP+ MAC1+ double positive, %; measured here: differentiation confirmed by MAC1 staining
* hit, by the source's call; i = inactive; ? = inconclusive; nt = not tested or not shown; + = active, no number. Outcome played no part in choosing rows (roughly 3.6% active in at least one column).

SMILES | West Nile antiviral | PhoP inhibition | T cell HTS | T cell HTS vesicle-bound % | Myeloid diff 2 | Myeloid diff 2 GFP+ MAC1+ % | WT yeast gro inh | WT yeast gro inh mutant strain | Large T inhibition | MgcRacGAP inhibition | RSV antiviral HEp-2 | b-catenin transl | b-catenin transl cell count 5 µM
COc1ccc2oc(=O)c(-c3csc(Nc4cccc(O)c4)n3)cc2c1 | 0.7% | 13% | + | 15* | i | 0.4 | 74* | 54* | 11% | 16% | 4.8% | 1.2 | 986
CC(NC(=O)CC1Sc2ccccc2NC1=O)c1ccccc1 (centres undefined) | -0.6% | -5% | i | 32 | i | 0.5 | 3 | 4 | 8% | -2% | 1.2% | 7.5 | 921
CCc1ccc(NC(=O)N(Cc2cccnc2)Cc2ccco2)cc1 | -0.7% | -7% | i | 39 | i | 5.9 | -7 | -11 | 0% | 4% | 0.6% | -1.0 | 1102
CCN(c1ccc(C)c(C)c1)S(=O)(=O)c1ccc2c(c1)CCN2C(=O)CCC(=O)O | -0.1% | 0% | i | 10 | nt | nt | 3 | 13 | 4% | 5% | 1.3% | -17 | 1268
Cc1nc(-c2ccc(F)cc2)c(CC(=O)N2CCN(S(=O)(=O)c3cccc(F)c3)CC2)s1 | nt | 8% | i | 41 | i | 0.5 | nt | nt | 7% | -3% | -1.6% | nt | nt
COc1ccc(C2Cc3ccccc3C(=O)O2)cc1 (centres undefined) | 1.3% | 4% | i | 34 | i | 1.0 | 7 | 19 | 5% | 4% | 1.1% | nt | nt
Cc1ccc(CN(C(=O)COc2ccc(Br)cc2)C2CCS(=O)(=O)C2)o1 (centres undefined) | 0.0% | -6% | i | 41 | i | 0.7 | nt | nt | 11% | 16% | 0.6% | nt | nt
C/C(=N/OCC(=O)Nc1ccccc1)c1cccs1 | 0.9% | 1% | i | 42 | i | 0.6 | 8 | -2 | 5% | 6% | 9.3% | 0.2 | 1089
COc1cccc(Nc2nc(N)nc(CCl)n2)c1 | ? | -9% | i | 41 | i | 0.4 | nt | nt | 13% | -2% | 2.0% | 0.3 | 1347
O=C1CC(=O)N(CCc2ccc(F)cc2)C(=O)N1 | 0.2% | -7% | i | 18 | i | 0.5 | -5 | 6 | 0% | 5% | 1.1% | 0.3 | 1388
N#CCCSCc1ccc2oc(C(=O)O)cc2c1 | 0.7% | -2% | i | 12 | i | 4.5 | -6 | -12 | 3% | 8% | 0.9% | 1.6 | 1038
O=C(/C=C/c1c[nH]c2ccccc12)c1ccccc1 | -0.7% | 4% | i | 8 | i | 0.9 | 21 | 7 | 2% | -3% | 4.1% | 0.9 | 836
C=CCNC(=S)NC1CC(C)(C)NC(C)(C)C1 | -0.3% | 0% | i | 41 | i | 0.3 | 8 | 2 | -8% | 2% | 1.4% | nt | nt
CN1C(C(=O)NCc2ccc(OC(F)(F)F)cc2)CC2Cn3c(nc4ccccc43)C21 (centres undefined) | -0.7% | -2% | i | 8 | i | 1.7 | nt | nt | 14% | -5% | 1.3% | 0.5 | 1324
CCc1ccc(-c2cc(C)no2)cc1S(=O)(=O)N1CCN(c2ccc(OC)cc2)CC1 | -0.2% | 1% | i | 34 | i | 1.5 | nt | nt | 15% | 5% | 6.9% | nt | nt
CCCc1cc(=O)[nH]c(SCC(=O)Nc2ccc(OC(F)F)cc2)n1 | -0.1% | 3% | i | 6 | i | 1.5 | 4 | 3 | 8% | 8% | 2.9% | 1.5 | 1145
Cc1ccc(S(=O)(=O)N2CCN(Cc3cccc(F)c3)CC2)cc1 | nt | nt | i | 38 | i | 0.7 | nt | nt | 7% | 14% | 1.0% | nt | nt
Cc1cc(C)cc(N(CC(=O)NC2CCCCC2)C(=O)CNC(=O)c2ccco2)c1 | -0.4% | 9% | i | 22 | i | 0.2 | nt | nt | 10% | 4% | 1.6% | nt | nt
Cc1cc(F)ccc1NC(=O)CCc1ccc(S(=O)(=O)N2CCOCC2)cc1 | nt | nt | i | 25 | i | 1.1 | nt | nt | nt | 2% | 0.1% | nt | nt
FC(F)(F)c1cc(-c2ccco2)nc(-n2cnc3ccccc32)n1 | ? | 1% | i | 16 | i | 2.6 | -15 | -3 | -2% | 0% | nt | 3.8 | 1336
O=C(O)C[C@H]1c2ccccc2S(=O)(=O)N1C1CCCCC1 | 0.4% | -11% | i | 29 | i | 1.3 | nt | nt | 10% | 3% | -2.2% | nt | nt
COc1cc(C(=O)NCCN2C(=O)S/C(=C\c3ccc(F)cc3)C2=O)ccc1OCC(=O)N1CCOCC1 | 0.4% | -12% | i | 50 | nt | nt | nt | nt | 6% | nt | 0.5% | -0.6 | 1283
CC(C)CCOCC(=O)Nc1cccc(C(=O)O)c1 | 0.0% | 20% | i | 38 | i | 0.6 | 18 | 11 | -5% | -3% | 1.4% | -4.3 | 933
Cc1nn(C)cc1CN(C)C(=O)CC12CC3CC(CC(C3)C1)C2 | -0.3% | -9% | i | 51 | i | 0.6 | -2 | 13 | 2% | -6% | 0.3% | 1.6 | 521

A draw from above in order of formula weight, low to high:
SMILES | West Nile antiviral | PhoP inhibition | T cell HTS | T cell HTS vesicle-bound % | Myeloid diff 2 | Myeloid diff 2 GFP+ MAC1+ % | WT yeast gro inh | WT yeast gro inh mutant strain | Large T inhibition | MgcRacGAP inhibition | RSV antiviral HEp-2 | b-catenin transl | b-catenin transl cell count 5 µM
C=CCNC(=S)NC1CC(C)(C)NC(C)(C)C1 | -0.3% | 0% | i | 41 | i | 0.3 | 8 | 2 | -8% | 2% | 1.4% | nt | nt
O=C(O)C[C@H]1c2ccccc2S(=O)(=O)N1C1CCCCC1 | 0.4% | -11% | i | 29 | i | 1.3 | nt | nt | 10% | 3% | -2.2% | nt | nt
Cc1cc(C)cc(N(CC(=O)NC2CCCCC2)C(=O)CNC(=O)c2ccco2)c1 | -0.4% | 9% | i | 22 | i | 0.2 | nt | nt | 10% | 4% | 1.6% | nt | nt
CN1C(C(=O)NCc2ccc(OC(F)(F)F)cc2)CC2Cn3c(nc4ccccc43)C21 (centres undefined) | -0.7% | -2% | i | 8 | i | 1.7 | nt | nt | 14% | -5% | 1.3% | 0.5 | 1324

Next records.
SMILES | West Nile antiviral | PhoP inhibition | T cell HTS | T cell HTS vesicle-bound % | Myeloid diff 2 | Myeloid diff 2 GFP+ MAC1+ % | WT yeast gro inh | WT yeast gro inh mutant strain | Large T inhibition | MgcRacGAP inhibition | RSV antiviral HEp-2 | b-catenin transl | b-catenin transl cell count 5 µM
CC(C)(C)OC(=O)N1CCCN(C(=O)Nc2ccccc2)CC1 | 0.2% | -9% | i | 57 | i | 0.5 | nt | nt | 7% | nt | 1.8% | -1.1 | 1277
O=C(Nc1ccc(Cl)cc1)Nc1nc(-c2ccccc2)cs1 | 0.4% | -5% | i | 5 | i | 0.3 | 8 | 10 | 8% | 1% | 21% | -3.2 | 614
CCCN(CC(=O)Nc1ccccc1C)C(=O)c1ccc(N2CCCCC2)c([N+](=O)[O-])c1 | nt | -3% | i | 13 | i | 1.6 | nt | nt | 18% | 3% | 0.1% | nt | nt
Nc1nnnn1/N=C/c1ccccn1 | 0.3% | -11% | i | 62 | i | 0.6 | -31 | -25 | 6% | 6% | 0.1% | -3.2 | 1156
COc1ccc(NC(=O)CSCC(=O)Nc2ccccc2N2CCCCC2)cc1 | nt | 7% | i | 4 | i | 0.9 | nt | nt | 14% | -8% | -2.0% | nt | nt
COC(=O)CCN(C1CCCCC1)S(=O)(=O)c1ccc(S(=O)(=O)N2CCCCC2)cc1 | 0.5% | 0% | i | 20 | i | 2.6 | 5 | 14 | 4% | -7% | -0.5% | 1.1 | 807
O=C(CC1(O)C(=O)N(Cc2ccccc2)c2ccccc21)c1ccc2c(c1)OCO2 (centres undefined) | -1.1% | 11% | i | 54 | i | 0.6 | 0 | -4 | 1% | 10% | 1.4% | nt | nt
CN(Cc1nccn1C)C(=O)CC1C(=O)NCCN1Cc1cccc(Oc2ccccc2)c1 (centres undefined) | -0.9% | -6% | i | 61 | i | 0.2 | 4 | 6 | 4% | 2% | -0.2% | -0.2 | 1156
Cc1ccc(-c2cc(C(=O)NCc3ccccn3)c3ccccc3n2)cc1C | 1.6% | 20% | i | 20 | i | 0.4 | 12 | 10 | -11% | 9% | nt | 1.2 | 1140
CCCCCCCC(=O)N1CCN(c2cc3c(cc2F)c(=O)c(C(=O)O)cn3CC)CC1 | -1.4% | 10% | i | 31 | i | 0.5 | nt | nt | 6% | nt | ? | nt | nt
O=C(Cc1ccccc1)NC(NC(=O)Cc1ccccc1)c1cccc([N+](=O)[O-])c1 | 0.0% | -6% | i | 45 | i | 0.3 | 10 | -3 | 3% | 4% | 2.2% | -3.9 | 997
CC1(C)CC(=O)C2=C(C1)c1c(ccc3ccccc13)NC2c1cc([N+](=O)[O-])cc([N+](=O)[O-])c1O (centres undefined) | -0.8% | -4% | i | 37 | i | 0.1 | 12 | -2 | 28% | 6% | 0.7% | 1.6 | 1541
O=C(Nc1ccccc1Cl)c1ccc2ccccc2c1 | -0.6% | -5% | i | 51 | i | 0.3 | nt | nt | 6% | -2% | 0.0% | nt | nt
O=C1CCC(C(=O)N2CCC(CCO)CC2)CN1Cc1ccc(Cl)cc1 (centres undefined) | -0.6% | -1% | i | 12 | i | 1.7 | nt | nt | 19% | 6% | 0.8% | nt | nt
CC(C)C(c1nnnn1C1CCCC1)N(C)C1CCCCC1 (centres undefined) | 0.0% | 2% | i | 39 | i | 1.0 | -2 | 13 | 2% | 2% | -0.5% | -2.0 | 1106
O=C(N/N=C/C=N/NC(=O)c1ccco1)c1ccco1 | -0.2% | 1% | i | 64 | i | 2.2 | nt | nt | 5% | 7% | 0.1% | nt | nt
Cc1ccc(NCC(O)C(O)C(O)CO)cc1C (centres undefined) | 0.6% | -8% | i | 22 | i | 1.4 | -2 | -10 | 6% | 9% | 1.5% | -1.4 | 1022
c1csc(-c2noc(CN3CCc4sccc4C3)n2)c1 | -0.2% | -2% | i | 32 | i | 0.7 | 6 | -23 | 22% | 1% | 7.2% | -1.3 | 936
O=C(CCN1CCN(c2ccccc2F)CC1)Nc1cccc(F)c1 | -0.2% | 0% | i | 57 | i | 0.5 | nt | nt | 7% | 3% | 11% | nt | nt
